Screening results: PubChem, several laboratories
ADAM10 inh = inhibits human ADAM10; O14672; recombinant ADAM10, EDANS/DABCYL FRET peptide cleavage, 3 h; inhibition, % at 7 µM; 370,000 compounds, 0.62% hits; AID 720582;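 active = inhibition above a per-campaign cutoff equal to the mean of compounds falling between control-based bounds plus 3 SD, cut at about 20% in these data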;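 note: 0% = DMSO wells while the 100% control is not disclosed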
DAX1 inh-1 = NR0B1 (DAX1) inhibition; HEK293 Gal4-DAX1 luciferase reporter, luminescence; inhibition, % at 6.75 µM; 340,000 compounds, 0.99% hits; AID 504766;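 active = inhibition above the mean over all tested compounds plus 3 SD, cut at about 4.2% in these data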;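 note: 0% = DAX1-transfected cells with DMSO and 100% = empty-vector control cells with DMSO; inhibition shows as a rise in luminescence from relieved DAX1 repression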
DAX1 inh-2 = inhibitors of DAX1 repression of SF-1 activated StAR promoter; inhibition, % at 6.8 µM; AID 652010; 370,000 compounds, 1.1% hits; HEK293T StAR-luciferase reporter, SF-1/DAX-1 repression relief;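 active = inhibition above the mean over all tested compounds plus 3 SD, cut at about 3.6% in these data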;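 note: 0% = DAX-1 cells with DMSO and 100% = cells lacking DAX-1 with DMSO; higher inhibition means more luminescence from relief of DAX-1 repression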
hcDAF-12 act = activates DAF-12 receptor from parasite H. contortus; HEK293 hcDAF-12 lit1-tk-luc reporter, luminescence; 0% DMSO, 100% Δ7-dafachronic acid; activation, % at 6.8 µM; 370,000 compounds, 1.4% hits;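 active = activation above the mean of all tested compounds plus 3 SD, cut at about 5.5% in these data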;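 note: 100% = response to 3 µM Δ7-dafachronic acid high control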
PG9 binder = PG9 antibody binding by small molecule; inhibition, % at 6.7 µM; AID 624416; 360,000 compounds, 0.43% hits; TR-FRET gp120-PG9 antibody binding; in the data active = inhibition above about 8.5%
NPR1 activator = GC-A (human) enzyme activation; P16066; HEK293 GC-A cells, cGMP TR-FRET, EC30 ANP; 0% at EC30 ANP, 100% saturating ANP; activation, % at 10 µM; 370,000 compounds, 0.14% hits; AID 1671463; in the data active = activation above about 40%
Target sequence (P16066 whole entry, looked up): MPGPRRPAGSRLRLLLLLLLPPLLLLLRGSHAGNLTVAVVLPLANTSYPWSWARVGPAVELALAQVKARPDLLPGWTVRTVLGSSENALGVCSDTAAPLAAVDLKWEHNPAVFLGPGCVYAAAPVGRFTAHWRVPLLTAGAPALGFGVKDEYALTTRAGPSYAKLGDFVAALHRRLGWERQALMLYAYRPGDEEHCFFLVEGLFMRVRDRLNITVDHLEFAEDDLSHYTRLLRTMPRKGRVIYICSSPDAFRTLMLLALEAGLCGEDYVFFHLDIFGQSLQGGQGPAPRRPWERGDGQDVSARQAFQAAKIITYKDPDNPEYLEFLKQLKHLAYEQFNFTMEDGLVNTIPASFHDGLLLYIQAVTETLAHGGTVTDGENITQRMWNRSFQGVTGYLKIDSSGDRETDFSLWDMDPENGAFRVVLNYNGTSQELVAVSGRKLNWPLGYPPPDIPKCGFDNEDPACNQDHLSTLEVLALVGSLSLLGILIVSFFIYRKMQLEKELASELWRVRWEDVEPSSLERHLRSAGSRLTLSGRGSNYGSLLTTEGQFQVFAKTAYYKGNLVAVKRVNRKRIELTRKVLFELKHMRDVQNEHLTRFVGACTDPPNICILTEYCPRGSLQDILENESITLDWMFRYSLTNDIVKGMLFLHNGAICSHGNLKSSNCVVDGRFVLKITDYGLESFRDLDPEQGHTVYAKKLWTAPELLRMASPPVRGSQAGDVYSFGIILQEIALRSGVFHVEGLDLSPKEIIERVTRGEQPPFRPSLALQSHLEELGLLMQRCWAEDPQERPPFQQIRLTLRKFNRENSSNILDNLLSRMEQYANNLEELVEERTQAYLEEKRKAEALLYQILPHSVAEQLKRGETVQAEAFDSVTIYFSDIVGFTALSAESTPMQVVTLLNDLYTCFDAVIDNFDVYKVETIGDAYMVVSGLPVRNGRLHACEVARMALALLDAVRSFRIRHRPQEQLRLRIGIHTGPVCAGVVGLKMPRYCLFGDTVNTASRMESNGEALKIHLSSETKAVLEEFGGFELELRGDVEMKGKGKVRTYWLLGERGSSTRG
ADAM17 inh = inhibits human ADAM17. P78536. recombinant ADAM17, EDANS/DABCYL FRET peptide cleavage. inhibition, % at 6.95 µM. 370,000 compounds, 0.83% hits. AID 720648;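 active = inhibition above the mean of compounds lying between control limits plus 3 SD, set per campaign, cut at about 8.5% in these data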;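 note: 0% = DMSO-only wells as the low control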
hgDAF-12 ag = hgDAF-12 agonism, primary luciferase screen | HEK293 GAL4-hgDAF12 UAS-luciferase reporter, agonist luminescence; normalized to butyrate control | activation, % at 6.8 µM | 370,000 compounds, 1.8% hits | AID 687014;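 active = activation above a cutoff set at the mean of all screened compounds plus 3 SD, cut at about 10% in these data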;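 note: 0% = DMSO wells and 100% = sodium butyrate wells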
ssDAF12 agonist = S. stercoralis DAF-12 activation, primary screen. HEK293 ssDAF-12/GRIP1 lit1-tk-luc reporter, luminescence; % of 3 µM dafachronic acid response. activation, % at 6.8 µM. 370,000 compounds, 1% hits;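 active = activation above the mean over all tested compounds plus 3 SD, cut at about 0.9% in these data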;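 note: 0% = DMSO-only wells and 100% = 3 µM delta7-dafachronic acid wells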
SMARCA2 act = activators of SMARCA2 function; MG213 cells, MMTV-luciferase reporter, dexamethasone, overnight; activation, % at 9.1 µM; AID 652017; 370,000 compounds, 1% hits; in the data active = activation above about 7.8%;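 note: 0% = vehicle wells and 100% = reference activator wells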
FXN GAA850 act = frataxin GAA850 promoter activation; activation, % at 6 µM; HEK293 lucGAA850 FXN promoter luciferase reporter, 24 h; percent of 10 µM SAHA response; 360,000 compounds, 0.56% hits;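 active = activation above the average of all compounds screened plus 3 SD, cutoff fixed separately per campaign, cut at about 7.5% in these data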;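 note: 0% = DMSO wells and 100% = 10 µM SAHA wells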
The depositor's hits bear a star; · = no result given.

SMILES	ADAM10 inh	DAX1 inh-1	DAX1 inh-2	hcDAF-12 act	PG9 binder	NPR1 activator	ADAM17 inh	hgDAF-12 ag	ssDAF12 agonist	SMARCA2 act	FXN GAA850 act
O=C(O)c1ccc(CSc2ncn[nH]2)cc1	-3	-0.5	0.5	-0.7	1.5	2	1	0.9	-1.6	-1	0.6
C/C(C/C(C)=C1/SC(=S)NC1=O)=C1\SC(=S)NC1=O	0	0.0	0.3	6.8*	-2.4	-4	1	2.6	0.4	-3	1.8
COC(=O)NC1CSCC1OC(=O)CN1C(=O)c2ccccc2C1=O (stereo not drawn)	4	2.9	-0.7	-0.1	-0.4	1	2	-0.7	-0.8	1	-2.3
O=C(Cn1cnc2c(nnn2Cc2ccc(Cl)cc2)c1=O)OCc1ccccc1	3	0.6	0.3	0.2	0.5	15	0	-0.6	-0.9	-2	1.3
O=C(CCc1nnc2ccc(N3CCC4(CC3)OCCO4)nn12)Nc1ccc(F)cc1	-5	0.1	0.0	0.8	-1.1	-6	-5	1.6	-0.8	-1	0.2
CC1(C)C2(C#N)C(N)=NC3(OCCO3)C12C#N (stereo not drawn)	1	1.5	-0.9	0.6	-0.5	2	0	-1.7	-1.0	0	-0.2
O=C(N/N=C/c1ccccn1)NC12CC3CC(CC(C3)C1)C2	-1	·	0.0	2.8	-2.6	9	1	4.0	0.5	-1	4.8
CC(=O)Nc1ccc(C(=O)OCC(=O)NC2CCCCCC2)cc1	-2	1.6	-0.4	-0.9	1.7	-5	-4	-0.7	-0.4	-5	-0.6
CCS(=O)(=O)c1ccc(O)c(NC(=O)Nc2ccccc2)c1	1	0.2	0.2	-1.1	-1.8	4	-5	3.8	-0.3	-1	1.0
COc1ccc(N(CC(=O)Nc2ccc3c(c2)OCO3)S(C)(=O)=O)c(OC)c1	-2	0.7	0.3	-0.8	-1.5	-2	0	-0.7	-1.2	3	1.5
OCC1(CCOc2ccccc2)CCN(Cc2ccc3cccc(F)c3n2)CC1	0	3.2	0.1	1.6	-0.2	0	1	1.2	0.1	0	3.0
COc1ccc(C)cc1NC(=O)CSc1nc2ccccc2nc1N1CCCC1	-19	1.1	0.4	3.5	0.5	1	-4	2.1	-0.5	-1	-1.7
CN1CCN(C2CC(=O)N(c3ccc4c(c3)OCCO4)C2=O)CC1 (stereo not drawn)	-4	-0.7	-0.7	-1.9	1.0	1	-2	-6.2	-1.3	-3	0.2
CN1C(=O)CC(N2CCN(C(=O)c3ccccc3)CC2)C1=O (stereo not drawn)	-11	0.2	0.5	-1.5	-0.8	8	-7	-3.9	-1.1	-1	-1.5
O=c1c2ccccc2nc(-c2ccccc2)n1Cc1ccc(Cl)cc1	-3	-0.9	-0.5	-1.9	-0.6	-9	-5	-0.3	-0.5	-4	0.0
COc1ccc(OC)c(CNC(=O)c2cc(=O)[nH]c3ccc(S(=O)(=O)N4CCCC4)cc23)c1	-1	·	0.1	-0.7	-2.4	3	0	5.8	-1.4	3	·
COc1ccc(-c2csc(C(C#N)=C(O)CSc3nccn3C)n2)cc1OC	-10	-0.1	1.5	-0.7	0.6	-2	-4	3.9	-0.7	-2	1.3
CCC(C)(NC(=O)c1ccccn1)C(=O)NC1CCCCC1 (stereo not drawn)	3	1.4	0.4	-0.7	-0.5	4	-4	2.3	-0.6	1	0.5
CC(CN1CCN(C)CC1)OC(=O)c1cccc(Cl)c1 (stereo not drawn)	-3	1.6	0.5	0.3	-0.2	0	-4	2.6	-1.3	5	1.5
CSCCC(NC(=O)C1CCC(C)CC1)C(=O)Nc1ccc(NC(C)=O)cc1 (stereo not drawn)	1	0.1	0.1	-1.0	-0.7	3	-3	-0.3	-0.9	-1	-1.7
CN1c2ccccc2C(C)(C)C12C=Nc1c(ccc3ccccc13)O2 (stereo not drawn)	-16	0.1	-1.1	2.2	-2.8	-7	-8	-3.1	-0.1	0	1.3
O=C(c1ccccn1)N1CCN(S(=O)(=O)c2ccc(F)cc2)CC1	3	-1.0	1.6	0.2	-1.7	-1	-1	-3.4	-1.9	0	0.3
COc1cc(C2C(C#N)=C(N)Oc3c2ccc2ccccc32)ccc1OCC(=O)Nc1ccc(C)cc1 (stereo not drawn)	3	-0.9	-0.1	-0.8	-2.0	0	2	1.6	-0.5	-2	2.6
CCn1c(SCC(=O)NC(C)(C)C)nnc1-c1ccccn1	8	1.8	0.2	-2.1	2.2	-2	0	-0.3	-0.5	-2	-1.8
Cc1nc(C2CCCCC2)c(-c2ccccc2)c(N2CCOC2=O)c1C	2	0.4	0.2	-1.4	-1.0	0	-2	3.8	-1.0	0	-2.1

Complete entries as entered above. Order of screens: ADAM10 inh, DAX1 inh-1, DAX1 inh-2, hcDAF-12 act, PG9 binder, NPR1 activator, ADAM17 inh, hgDAF-12 ag, ssDAF12 agonist, SMARCA2 act, FXN GAA850 act
O=C(CCc1nnc2ccc(N3CCC4(CC3)OCCO4)nn12)Nc1ccc(F)cc1 as listed: -5, 0.1, 0.0, 0.8, -1.1, -6, -5, 1.6, -0.8, -1, 0.2
Cc1nc(C2CCCCC2)c(-c2ccccc2)c(N2CCOC2=O)c1C as listed: 2, 0.4, 0.2, -1.4, -1.0, 0, -2, 3.8, -1.0, 0, -2.1

5 entries from above, sorted by their value in ADAM17 inh, lowest first:
canonical_smiles	ADAM10 inh	DAX1 inh-1	DAX1 inh-2	hcDAF-12 act	PG9 binder	NPR1 activator	ADAM17 inh	ssDAF12 agonist	SMARCA2 act
CN1C(=O)CC(N2CCN(C(=O)c3ccccc3)CC2)C1=O (stereo not drawn)	-11	0.2	0.5	-1.5	-0.8	8	-7	-1.1	-1
Cc1nc(C2CCCCC2)c(-c2ccccc2)c(N2CCOC2=O)c1C	2	0.4	0.2	-1.4	-1.0	0	-2	-1.0	0
O=C(c1ccccn1)N1CCN(S(=O)(=O)c2ccc(F)cc2)CC1	3	-1.0	1.6	0.2	-1.7	-1	-1	-1.9	0
CCn1c(SCC(=O)NC(C)(C)C)nnc1-c1ccccn1	8	1.8	0.2	-2.1	2.2	-2	0	-0.5	-2
O=C(O)c1ccc(CSc2ncn[nH]2)cc1	-3	-0.5	0.5	-0.7	1.5	2	1	-1.6	-1

Going on with the list.
SMILES	ADAM10 inh	DAX1 inh-1	DAX1 inh-2	hcDAF-12 act	PG9 binder	NPR1 activator	ADAM17 inh	hgDAF-12 ag	ssDAF12 agonist	SMARCA2 act	FXN GAA850 act
COc1ccc(C(OCC(O)CN2CCC(O)CC2)c2ccc(OC)cc2)cc1 (stereo not drawn)	9	-0.1	0.7	10*	-2.3	-3	3	2.9	0.2	-4	-0.3
C/C(=N\NC(=O)c1ccc(Br)o1)c1cc2c(cc1NC(=O)CCC(=O)O)OCO2	-10	0.9	2.5	0.7	0.3	1	-4	5.8	-0.3	3	1.8
COc1ccc(C(=O)NC(C)C2CC3CCC2C3)c(OC)c1 (stereo not drawn)	0	-1.1	-0.7	-2.9	0.2	7	-1	-0.1	-1.4	0	0.3
CCOC(=O)c1ccc(S(=O)(=O)N2CCC(C(=O)NCc3ccccc3OC)CC2)cc1	-4	-0.6	-1.8	0.2	2.9	1	-4	0.5	-0.8	-4	0.7
Cc1c(NC(=O)COC(=O)c2c3c(nc4ccccc24)CCCC3)c(=O)n(-c2ccccc2)n1C	3	0.0	-0.4	-2.1	-1.9	-5	-1	2.8	-0.7	-4	1.2
O=C(C1CC1)N1CCc2cc(Br)c(S(=O)(=O)N3CCCCCC3)cc21	1	-1.1	-0.7	-2.5	-0.9	-2	1	-3.2	-1.3	-1	-0.9
CC(=O)N1CCC(=O)Nc2ccc([N+](=O)[O-])cc21	-3	-0.6	0.0	-0.9	0.9	2	1	2.4	-1.4	0	2.4
Cc1ccc(C(C)C)c(OC(=O)/C=C/c2ccccc2)c1	-1	2.1	-0.6	-0.5	0.2	-7	-2	-1.2	-1.5	-3	-3.8
Cc1cc(C)n(-c2ccc(OCC(=O)O)nn2)n1	-7	0.6	0.9	-0.2	-2.4	7	0	2.2	-1.4	5	-0.7
O=S(=O)(NC1CC1)c1ccc(Br)cc1N1CCC[C@H]1CO	3	0.3	1.3	-0.2	-2.6	-3	1	-0.2	-1.3	-4	-0.5
Fc1ccc(CN2CCCCCCC2)c(F)c1	8	-1.6	0.0	0.1	-1.1	1	3	0.7	-0.8	-1	-2.3
O=c1[nH]c2ccc(Cl)cc2c(-c2ccccc2)c1CN1CCOCC1	-38	0.7	0.1	-0.2	-0.4	5	-14	1.7	-0.9	-2	-0.5
O=C1CC(NS(=O)(=O)c2ccc(F)cc2)CN1c1ccc2c(c1)OCCO2 (stereo not drawn)	-1	0.6	-1.0	-1.0	0.1	0	-4	-1.2	-1.1	-5	0.5
CN(C)c1cc(Nc2ccc(O)cc2)c([N+](=O)[O-])c2nonc12	-3	0.0	0.0	0.9	0.7	6	-3	5.8	0.6	-1	-1.4
COc1ccc(OCCOC(=O)c2cccs2)cc1	3	0.5	-0.7	-0.9	-0.5	0	-1	0.5	-1.0	0	0.9
C=CCS/C(N)=N\N=C\c1c(O)ccc2ccccc12	11	4.2	3.4	14*	0.0	4	1	17*	1.9*	12*	7.4
CCCCCN(C(=O)CCC(=O)OCc1ccc(C(C)(C)C)cc1)c1c(N)n(CCCC)c(=O)[nH]c1=O	-1	0.9	-0.3	0.8	-2.0	0	-3	-0.1	-0.8	2	0.5
CN(C)c1ccc(P(=O)(OCc2ccccc2)C(O)c2ccccc2F)cc1 (stereo not drawn)	3	-3.2	-0.1	0.6	-1.4	-1	0	0.0	-1.1	-2	-0.2
CCOC(=O)c1c(NC(=O)C(C)OC(=O)c2ccc(NC(=O)CC#N)cc2)sc2c1CCCC2 (stereo not drawn)	-2	-0.3	0.1	-2.9	3.0	-1	-3	2.8	-0.8	-1	0.4
O=C(CN1CCC(NC(=O)c2cccc(F)c2)CC1)NCc1cccs1	-5	-1.8	-0.2	-0.2	-1.1	0	-2	0.7	-1.9	0	-2.4
CC(=O)NC(c1ccc(F)c(F)c1)c1nc(-c2ccc(F)c(Cl)c2)cs1 (stereo not drawn)	-3	·	0.2	3.4	0.5	-13	8	3.0	-0.1	-3	-0.1
COC(=O)c1cc(C(=O)Cc2ccccc2)c[nH]1	0	·	-0.9	0.4	-2.2	9	0	1.6	-1.5	1	·
Nc1ncnc2c1ncn2[C@@H]1O[C@H](CN=C2NS(=O)(=O)c3ccccc32)[C@@H](O)[C@H]1O	-10	-0.6	1.2	-0.6	-0.3	2	-3	4.5	-0.7	-2	-1.8
CC(Oc1ccc(F)cc1)C(=O)N1CCN(c2ncccn2)CC1 (stereo not drawn)	-15	0.3	-0.1	1.0	-2.8	-1	-6	-0.4	-0.9	2	-1.7
O=C(CN1C(=O)c2ccccc2C1=O)NC(Cc1ccccc1)C(=O)O (stereo not drawn)	-8	1.8	-1.1	1.4	-1.1	1	-3	-2.1	-0.8	5	1.7
C/C(=N\OCC(=O)OCC(=O)N(Cc1ccccc1)C(C)(C)C)c1ccc2c(c1)OCO2	7	1.4	-0.6	-0.2	0.0	1	2	-1.4	-1.3	-1	2.6
CSCCC(c1nnnn1C1CCCCC1)N1CCN(C/C=C/c2ccccc2)CC1 (stereo not drawn)	-1	·	-0.4	-1.5	-0.5	-6	0	-3.6	-0.9	-3	·
CCOC(=O)c1ccccc1NC(=O)COC(=O)CC1CCCCC1	-2	0.3	0.3	1.2	-0.9	-5	-4	2.7	-0.8	-1	0.3
